E coli Lon inh = inhibits E. coli Lon protease. AID 602123. 360,000 tested, 0.42% active. purified E. coli Lon protease, fluorescence polarization. P0A9M0. inhibition, % at 7.94 µM; in the data active = inhibition above about 13%, passing the limit was not always enough;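 note: 0% = enzyme with probe and DMSO and 100% = no enzyme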
Target sequence (P0A9M0 whole entry, looked up): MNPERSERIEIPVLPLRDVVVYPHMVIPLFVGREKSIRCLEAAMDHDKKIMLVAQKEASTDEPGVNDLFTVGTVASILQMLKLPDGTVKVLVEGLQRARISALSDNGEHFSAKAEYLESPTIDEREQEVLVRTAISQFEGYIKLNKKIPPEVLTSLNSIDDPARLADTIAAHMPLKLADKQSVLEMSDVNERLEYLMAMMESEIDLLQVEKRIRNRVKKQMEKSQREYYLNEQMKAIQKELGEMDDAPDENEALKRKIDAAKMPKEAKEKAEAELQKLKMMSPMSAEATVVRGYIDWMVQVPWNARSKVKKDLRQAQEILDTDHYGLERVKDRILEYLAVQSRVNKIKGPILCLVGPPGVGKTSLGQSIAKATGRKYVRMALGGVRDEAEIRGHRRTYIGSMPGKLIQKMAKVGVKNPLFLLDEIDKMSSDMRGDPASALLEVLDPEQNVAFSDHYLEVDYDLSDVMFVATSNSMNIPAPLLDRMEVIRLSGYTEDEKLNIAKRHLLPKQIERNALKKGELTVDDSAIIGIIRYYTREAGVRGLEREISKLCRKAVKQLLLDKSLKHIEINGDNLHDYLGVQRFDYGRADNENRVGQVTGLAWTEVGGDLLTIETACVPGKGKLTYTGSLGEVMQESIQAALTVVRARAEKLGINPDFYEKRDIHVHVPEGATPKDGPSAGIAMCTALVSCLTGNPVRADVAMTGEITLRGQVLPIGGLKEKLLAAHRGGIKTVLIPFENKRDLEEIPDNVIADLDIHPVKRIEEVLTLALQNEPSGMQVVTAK
DNMT1 inh = blocks human DNA methyltransferase DNMT1; P26358; DNMT1 molecular beacon, Hinp1I cleavage, fluorescence; inhibition (reported as % activation of signal), % at 10 µM; 360,000 tested, 0.83% active; AID 588458; in the data active = inhibition above about 50%
TbMetRS inhib = Trypanosoma brucei MetRS inhibition; AID 624268; inhibition, % at 11.9 µM; 360,000 tested, 0.4% active; purified T. brucei MetRS, ATP depletion, Kinase-Glo luminescence;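 active = inhibition above a per-plate cutoff of the control wells' mean inhibition plus 3 SD, cut at about 5.5% in these data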;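 note: 0% = DMSO wells median and 100% = median of wells with control inhibitor compound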
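Material: parasite MetRS enzyme / Replication: singlicate, one well per compound / Signal: luminescence of leftover ATP / Schedule: 2 h aminoacylation at 25 °C after 15 min preincubation / Medium: HEPES-MgCl2-KCl buffer plus DTT, spermine, BSA, pyrophosphatase / Doses: 11.9 µM single point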
LMPTP block = LMPTP (human) inhibition | P24666 | recombinant LMPTP-A, OMFP fluorogenic substrate, fluorescence intensity | inhibition, % at 20 µM | 360,000 tested, 0.22% active;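 active = compounds that cut the enzyme signal by at least half of the control window in the single-dose screen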;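 note: plate controls were DMSO wells with enzyme plus substrate for no effect and substrate without enzyme for full effect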
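test system = LMPTP-A | amount = 0.625 nM LMPTP-A final | reagent = fluorogenic phosphatase substrate OMFP at 400 µM final | incubation = 50 min at room temperature | benchmarks = no-enzyme low control, uninhibited high control | medium = Bis-Tris pH 6.0, DTT, detergent | signal = fluorescence intensity of OMFP turnover product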
NRP1-CendR mod = alters CendR peptide binding to human NRP-1; O14786; FAM-RPARPAR peptide binding to NRP-1, fluorescence polarization; inhibition, % at 25 µM; 360,000 tested, 0.85% active; AID 602438;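 active = inhibition or corrected inhibition above about 18%, plus a signal ratio from 0.5 to 1.5, limit read from the data, passing the limit was not always enough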; note: strong numbers were not always called active
MsrA inh = bovine MsrA inhibition | purified bovine MsrA, absorbance read-out | inhibition, % at 15.5 µM | 360,000 tested, 0.75% active | AID 651718; in the data active = inhibition above about 4.5%;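 note: 0% = vehicle wells with enzyme and 100% = reference inhibitor wells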
SUMO1 PPI mod = alters human SUMO1 binding to SIM partners; 360,000 tested, 0.33% active; inhibition, % at 20 µM; P63165; SUMO1 binding to a labelled peptide, TR-FRET, 1 h; in the data active = inhibition above about 37%
Target sequence (P63165 whole entry, looked up): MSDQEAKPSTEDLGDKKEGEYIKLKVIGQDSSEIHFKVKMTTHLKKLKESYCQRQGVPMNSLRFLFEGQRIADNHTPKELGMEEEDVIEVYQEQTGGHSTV
bovine MsrA act = activates bovine MsrA enzyme. purified bovine MsrA, absorbance read-out. activation, % at 10.6 µM. 360,000 tested, 0.3% active; in the data active = activation above about 7.5%;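 note: 0% = vehicle and 100% = reference activator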
STEP block = inhibitors of human striatal-enriched phosphatase STEP. P54829. recombinant STEP, OMFP fluorogenic substrate, fluorescence. inhibition, % at 20 µM. 360,000 tested, 0.25% active. AID 588621;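 active = inhibition at 20 µM, scaled per plate between control wells, above about 37%, limit read from the data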;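 note: 0% = DMSO with enzyme and substrate and 100% = substrate only without enzyme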
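Measure: Control-normalized % inhibition with plate pattern correction | Test system: STEP phosphatase, cell-free reaction | Medium: pH 6.0 Bis-Tris with DTT and Tween 20 | Technique: Fluorescence, 480/540 nm | Times: Reaction 20 min, ambient temperature | Doses: Single compound dose of 20 µM, 1% DMSO final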
Scp-1 inhibitor = blocks human Scp-1 phosphatase activity. Q9GZU7. Recombinant Scp1, phosphopeptide, malachite green phosphate absorbance. inhibition, % at 20 µM. 340,000 tested, 0.88% active. AID 493091;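 active = inhibition above about 50% at 20 µM, limit read from the data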;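 note: plate controls were DMSO wells with enzyme for no effect and wells lacking enzyme for full effect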
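assay system = SCP-1 phosphatase catalytic domain, residues 76-261 | buffer or medium = 50 mM Tris acetate pH 5.5, 0.005% Tween-20, 10 mM MgCl2 | incubation = enzyme reaction 45 min at room temperature, colour 5 min, stabilisation 30 min | signal = Phosphate-binding colour reagent, absorbance read at 630 nm | measure = % inhibition at 20 µM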
Active calls of the source: *; . = no result given.

Sample of the layout, 3 compounds:
SMILES,E coli Lon inh,DNMT1 inh,TbMetRS inhib,LMPTP block,NRP1-CendR mod,MsrA inh,SUMO1 PPI mod,bovine MsrA act,STEP block,Scp-1 inhibitor
Cc1ccc(-c2nnn(CC(=O)N(c3ccccc3)C(C(=O)NC(C)(C)C)c3cccs3)n2)o1 (centres undefined),-14,10,-1.0,-3.6,9,-0.7,-1,-11,-3,-2
CCOC(=O)C1=C(c2cccc(F)c2)NC(=S)NC1C (centres undefined),-5,0,-0.2,0.9,-6,-1.0,0,-6,-2,-7
CN1C(=O)/C(=C\c2ccccc2F)Sc2ccc(C(=O)NC3CCN(Cc4ccccc4)CC3)cc21,9,-7,0.0,1.9,-8,2.7,-22,-3,4,6

The listing, previewed entries included:
SMILES,E coli Lon inh,DNMT1 inh,TbMetRS inhib,LMPTP block,NRP1-CendR mod,MsrA inh,SUMO1 PPI mod,bovine MsrA act,STEP block,Scp-1 inhibitor
Cc1ccc(-c2nnn(CC(=O)N(c3ccccc3)C(C(=O)NC(C)(C)C)c3cccs3)n2)o1 (centres undefined),-14,10,-1.0,-3.6,9,-0.7,-1,-11,-3,-2
CCOC(=O)C1=C(c2cccc(F)c2)NC(=S)NC1C (centres undefined),-5,0,-0.2,0.9,-6,-1.0,0,-6,-2,-7
CN1C(=O)/C(=C\c2ccccc2F)Sc2ccc(C(=O)NC3CCN(Cc4ccccc4)CC3)cc21,9,-7,0.0,1.9,-8,2.7,-22,-3,4,6
CC(CCO)Nc1nc2c(c(=O)n(C)c(=O)n2C)n1Cc1cccc(Br)c1 (centres undefined),9,1,-0.4,-0.7,7,-0.1,3,1,-2,-4
Cc1ccc(/C=N/NC(=O)c2nnn(-c3nonc3N)c2C(C)C)o1,-12,0,-0.8,-0.2,3,4.8*,-21,-3,-2,-7
CCCC(=O)Nc1ccccc1NC(=O)c1ccc2c(c1)OCO2,1,1,-0.3,-2.0,8,0.4,1,-3,-1,-5
COc1ccc(CCNC(=O)COC(=O)Cc2ccccc2F)cc1,2,5,0.0,-0.4,-24,0.4,2,-4,-2,1
CCCOc1ccccc1N1C(=O)CC(N2CCOCC2)C1=O (centres undefined),-7,0,-0.1,-1.6,-1,0.5,-3,-4,0,-11
CCOc1ccc(CCNC(=O)CCS(=O)(=O)c2ccc(Cl)cc2)cc1OCC,3,4,0.1,-0.8,4,-1.3,1,0,-1,-12
O=C1NC(=O)/C(=C\c2cn(Cc3ccccc3F)c3ccccc23)N1,-2,2,-0.5,-0.4,0,-0.1,3,-4,7,-7
COc1cccc(-c2nnc(-c3ccc(C(F)(F)F)cc3)o2)c1,-7,1,0.0,2.6,-11,-0.1,3,0,11,-9
O=C(OCc1ccccc1)N1CCC2CC1c1cc(N3CCN(S(=O)(=O)c4cccc(C(F)(F)F)c4)CC3)ccc12 (centres undefined),2,0,-2.1,0.6,-4,0.6,-1,-9,2,.
CCOC(=O)c1ccc(Nc2ccc(-c3ccc(OC)c(OC)c3)nn2)cc1,-2,-4,-0.9,0.0,2,1.4,-1,-11,-5,-8
Cc1ccc(C)c(N=C2CCCN2Cc2ccccc2)c1C#N,-1,3,-1.3,-0.2,4,0.5,0,-9,3,2
COc1ccccc1CCNC(=O)c1cc(C2CC2)nc2c1cnn2C(C)C,5,0,-0.2,1.3,4,-1.0,6,-2,3,-7
C1CN(c2nc3nonc3nc2N2CCSCC2)CCO1,-1,4,0.6,-2.6,-4,3.2,-11,-5,-2,-4
COC(=O)c1c(NC(=S)Nc2ccc(CC(=O)O)cc2)sc(C)c1C,-9,-19,-1.1,0.3,-30,0.3,11,-3,-1,-2
COc1ccc2c(c1)C(NC(C)=O)C(=O)N2CCc1ccccc1 (centres undefined),10,0,-0.4,-0.3,-1,-0.4,-11,1,0,-5
Cc1c(Cl)cccc1N1C(=O)C(N2C(=O)c3cccc([N+](=O)[O-])c3C2=O)C1c1cccs1 (centres undefined),-2,2,-0.6,0.6,0,.,-12,-3,4,-12
COc1ccc(C(=O)OCC(=O)NC2CCCC2)cc1OC,-1,0,-0.4,-1.5,-6,1.2,-1,-2,-1,-26
CCCCOC(=O)Nc1ccccc1C(=O)OC,2,2,-0.8,0.1,2,0.3,-1,-2,-1,-7
COc1ccc(CNC(C)(C)C)cc1Cl,-7,2,-0.1,-0.9,3,-0.3,-1,-9,-2,-2
O/N=C(\c1ccc(Cl)cc1Cl)c1ncc(C(F)(F)F)cc1Cl,2,7,0.3,2.5,-15,1.3,2,2,1,-3
CC1(C)OC(=O)C2(Cc3ccccc3N3CCCCC32)C(=O)O1 (centres undefined),-9,0,-0.7,-0.2,5,2.0,0,-11,-1,7
Nc1ncnc2c1ncn2[C@@H]1O[C@H](COS(=O)(=O)O)[C@@H](O)[C@H]1O,3,3,0.0,0.0,8,-1.1,-1,-2,-2,-6
COc1ccc(CN(C)CCCn2cnc3c(OCc4ccccc4)ncnc32)cc1OC,-5,2,-0.4,-0.7,6,-0.3,5,-6,-1,0
CC1(C)C(=O)N(OCc2ccccc2)C(C)(C)C(=O)N1OCc1ccccc1,1,-3,-0.2,-0.5,-5,0.7,-1,0,7,-4
COCC(=O)Nc1ccc(S(=O)(=O)Nc2ccccn2)cc1,-5,-1,-1.2,-0.1,14,0.0,1,-7,2,-4
COc1ccccc1Oc1cn[nH]c1-c1ccc(OCC(=O)NN)cc1O,2,-3,-0.1,-0.8,4,0.7,0,0,-3,6
COc1ccc(-c2sc3ccccc3c2C#CCO)cc1,-4,1,0.2,1.0,0,1.6,-9,-2,-1,-8
Cc1cc(C(F)(F)F)c(C#N)c(=O)[nH]1,-12,4,-1.4,-2.0,4,0.9,-1,-12,-4,8
O=C(CSc1nnc(C2CC2)n1Cc1ccccc1)N1CCN(S(=O)(=O)c2ccccc2)CC1,-1,0,0.3,-1.7,4,0.0,-4,-3,-3,1
CCCCc1nnc(SCC(=O)Nc2nccs2)n1CC,0,3,-0.1,-0.5,11,0.1,2,-3,-1,-5
Cc1ccc(C(=O)C2CCN(CC(=O)Nc3ccc4c(c3)OCCO4)CC2)cc1,-10,-12,0.0,0.2,0,1.3,1,-2,-4,2
COc1cc(-c2cc(NC=O)c3ncc(-c4cccc(C(F)(F)F)c4)n3c2)cc(OC)c1OC,-9,-16,-0.4,4.6,2,-0.1,-10,-3,1,.
N[C@@]12CCc3nonc3[C@]1(O)CC(c1ccccc1)=[N+]2[O-],-10,-1,-0.5,-2.4,20,1.4,2,-6,-7,-10
COc1ccc([C@H]2/C=C\CN(C(=O)CC(C)(C)C)[C@@H](C)C(=O)N2Cc2ccc(F)cc2)cc1,-5,2,-0.4,3.2,14,-0.3,4,0,4,-8
CNC(=O)COC(=O)CCC(=O)c1cccs1,4,7,-1.0,1.1,6,1.1,-3,-7,0,-3
CCOC(=O)/C(C#N)=C(C)/C=C1\Sc2ccccc2N1CC,42*,37,-1.2,-1.7,130,-0.2,-11,-12,-32,1
Cc1nc2ccccc2n1Cc1ccccc1Br,-4,3,-0.6,1.1,4,-0.6,3,-5,-1,-2
O=C(NCc1ccccc1)C(c1ccc(F)cc1)N1CCN(c2ccccc2F)CC1 (centres undefined),.,.,-0.3,0.2,7,1.2,4,.,.,.
CCOC(=O)N1CCN(S(=O)(=O)c2cc([N+](=O)[O-])ccc2C)CC1,0,4,0.2,-0.8,12,0.3,-18,0,1,-1
CNC(=O)C1CCCN1S(=O)(=O)c1ccc(OC)cc1 (centres undefined),-8,0,-0.7,-2.6,10,-1.1,-3,-3,7,-4
COc1ccc(CNC(=O)C(OC(=O)c2ccco2)c2ccc(OC)cc2)cc1 (centres undefined),0,0,0.4,0.2,1,1.5,3,-1,1,-5
CC(Sc1nnc(-c2ccco2)n1C)C(=O)N(C)C1CCCCC1 (centres undefined),-10,0,-0.2,-8.5,4,-0.2,9,1,-2,-1
Clc1c(-c2nnc3n2CCC3)sc2ccccc12,-8,2,-0.7,-2.5,7,1.0,-17,-2,6,6
O=[N+]([O-])c1ccc(Cl)c(CN2CCCCCC2)c1,-9,0,-0.8,-1.5,2,-0.6,-7,-7,2,2
COc1ccc(N/C=C\C(=O)c2ccc3c(c2)OCO3)cc1OC,1,-4,0.2,2.3,-9,1.2,-19,0,-2,-8
CCN(c1cc(C)cc(C)c1)S(=O)(=O)c1nnc(NC(=O)c2ccco2)s1,-11,6,-0.4,0.5,-18,3.6,30,3,0,-1
CC(C)NC(=O)NNC(=O)c1cc(COc2cc(Cl)cc(Cl)c2)on1,5,-1,0.3,-1.1,3,-1.2,-1,0,0,-9
Clc1ccc(C=Cc2ccccn2)c(Cl)c1,1,-2,0.8,1.1,8,0.3,-21,-4,1,-5
Cc1ccc(NS(=O)(=O)c2c(C)nc3sccn3c2=O)cc1,2,0,-0.5,0.1,0,3.2,-4,-8,-1,2
COc1ccc(/C=N/N=C2/NC(=O)C(CC(=O)O)S2)cc1OCc1ccc(Cl)cc1Cl (centres undefined),-3,7,4.4,4.4,-16,2.4,17,-4,80*,66*
O=C(O)C1CCCCC1C(=O)NCc1ccc2c(c1)OCO2 (centres undefined),-7,2,-0.5,-0.4,3,-0.5,0,-3,-4,-3
Cc1ccc(NC(=O)CCS(=O)(=O)c2cccc3nonc23)cc1Cl,-2,4,-0.8,-0.3,-1,-0.7,-29,-8,0,4
COC(=O)c1cc(COc2ccc3ccc(=O)oc3c2)c(C)o1,3,-1,-1.0,-0.5,4,2.3,0,-9,-4,5
CC(C)CCNC(=O)c1[nH]c(C(F)(F)F)nc1-c1ccccc1,-2,2,0.0,-0.7,-6,0.2,4,-2,1,.
CCOCCCNC(=O)CSc1nc2nc(C)c(Cc3ccccc3)c(C)n2n1,-6,-1,-0.4,-0.4,6,2.1,3,-2,2,-5
CCc1nc2c(OCc3c(C)noc3C)cccn2c1N(C)C(=O)c1ccccc1F,-4,1,0.5,-2.1,-4,.,-1,-2,0,.
CN(C)CCN1C(=O)C(=O)/C(=C(/O)c2ccc(S(=O)(=O)N3CCOCC3)cc2)C1c1ccc(Br)cc1 (centres undefined),2,3,0.1,-3.0,14,3.9,-19,-10,-2,1

Screens as filed in PubChem.
